From PubChem BioAssay
STAT1 act = activators of IFN-gamma induced STAT1 signaling. 2.6% of 200,000 active. NIH 3T3 STAT1-luciferase reporter, luminescence; 100% = IFN-gamma alone, no compound. activation (% of control), % at 5.5 µM. AID 932;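 active means activation above the screen-wide mean activation plus 3 SD, cut at about 130% in these data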;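 further: raw ratio to IFN-gamma control signal so 100% means no change and 0% no light; values of inactives mirror those of a sister screen read the other way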
ROMK mod = modulators of human ROMK potassium channel | P48048 | Tet-inducible ROMK, thallium flux fluorescence; actives lie on both sides | B-score at 10 µM | 2% of 130,000 active | AID 1918;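 active means signal ratio slope over the read window, or its plate-corrected B-score, at least 3 SD from the plate mean, either direction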;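 further: B-score of the F/F0 ratio slope over 7 to 12 s after thallium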
Target sequence (P48048 whole entry, looked up): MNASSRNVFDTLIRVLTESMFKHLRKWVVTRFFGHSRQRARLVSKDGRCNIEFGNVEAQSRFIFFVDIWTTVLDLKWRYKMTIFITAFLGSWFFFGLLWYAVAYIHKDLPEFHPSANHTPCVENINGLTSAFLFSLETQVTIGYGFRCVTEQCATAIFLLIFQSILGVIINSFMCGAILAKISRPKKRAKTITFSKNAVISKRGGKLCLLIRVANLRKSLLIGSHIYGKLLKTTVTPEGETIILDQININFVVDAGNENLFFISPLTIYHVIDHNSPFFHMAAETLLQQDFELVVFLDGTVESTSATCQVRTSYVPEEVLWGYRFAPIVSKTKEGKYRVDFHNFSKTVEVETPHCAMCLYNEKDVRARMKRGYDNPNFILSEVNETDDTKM
APP 5'UTR act = APP 5'UTR luciferase reporter activation | SH-SY5Y APP 5'UTR luciferase reporter, luminescence; zero percent = DMSO vehicle wells | activation, % at 2 µM | 1% of 190,000 active;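 active means activation above a set limit, based on mean plus 3 SD of controls, cut at about 140% in these data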; further: values of inactives mirror those of a sister screen read the other way
FLuc inh counter = counter-screen for luciferase assay inhibitors: firefly luciferase inhibition; ATPLite firefly luciferase biochemical luminescence, 10 min; P08659; 1.5% of 200,000 active; inhibition, % at 10 µM;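 active means inhibition above about 50% when tested at 10 µM, limit read from the data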
Target sequence (P08659 whole entry, looked up): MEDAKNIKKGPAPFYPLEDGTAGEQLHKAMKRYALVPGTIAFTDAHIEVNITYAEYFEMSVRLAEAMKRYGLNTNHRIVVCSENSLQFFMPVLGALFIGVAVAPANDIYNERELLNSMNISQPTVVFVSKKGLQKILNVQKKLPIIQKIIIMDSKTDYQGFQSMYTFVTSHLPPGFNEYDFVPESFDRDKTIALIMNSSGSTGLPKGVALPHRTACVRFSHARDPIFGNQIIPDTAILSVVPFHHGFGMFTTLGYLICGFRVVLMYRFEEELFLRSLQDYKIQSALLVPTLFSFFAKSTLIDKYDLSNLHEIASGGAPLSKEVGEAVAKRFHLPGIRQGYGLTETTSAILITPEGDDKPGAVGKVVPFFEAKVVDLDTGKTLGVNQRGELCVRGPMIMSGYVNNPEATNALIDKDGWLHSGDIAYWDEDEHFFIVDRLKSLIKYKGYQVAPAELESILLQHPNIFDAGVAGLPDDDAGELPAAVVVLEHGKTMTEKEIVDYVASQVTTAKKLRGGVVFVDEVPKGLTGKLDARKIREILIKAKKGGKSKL
STAT1 blocker = STAT1 signaling inhibition | AID 920 | inhibition, % at 5.5 µM | 0.35% of 200,000 active | NIH 3T3 STAT1-luciferase reporter, IFN-gamma, luminescence;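 active means inhibition above a set limit, the mean inhibition across all tested compounds plus 3 SD, cut at about 34% in these data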;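 further: 0% = IFN-gamma with DMSO and 100% = IFN-gamma with 300 µM nifuroxazide; values of inactives mirror those of a sister screen read the other way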
NF-kB expr up = NF-kB expression increase, human neuronal cells | NF-kB reporter expression; stronger effect = higher value | fold change at 12.5 µM | 1.6% of 190,000 active | AID 1239; in the data active means fold change above about 3.3
STAT3 blocker = STAT3 signaling inhibition; inhibition, % at 5.5 µM; U3A cells, IL-6 STAT3-luciferase reporter, luminescence; host cell line lacks STAT1; 0.89% of 190,000 active; AID 862;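 active means inhibition above the mean inhibition across all screened compounds plus 3 SD, cut at about 44% in these data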;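 further: 0% = DMSO only wells and 100% = 100 µM nifuroxazide control wells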
FLuc stim CS = firefly luciferase counter-screen for stimulation assays | 200,000 tested, under 10 active | P08659 | AID 1027 | activation factor at 10 µM | ATPlite luciferase biochemical, luminescence, 10 min; 0 = ATP-free wells, 1 = DMSO control;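 active means luciferase activation factor, scaled between plate controls, of at least 2 with compound at 10 µM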
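Assay system – cell-free luciferase reagent · Medium – PBS-based ATP solution · Dosing – test compounds dosed from 2 mM stocks in 100% DMSO · Timing – 10 min, room temperature · Technique – light output (luminescence) · Measure – luminescence gain marking luciferase activators · Controls – No-ATP low control, compound-free enzyme-plus-ATP high control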
STAT3 act = STAT3 signaling activation. U3A cells, IL-6 STAT3-luciferase reporter, luminescence; 100% = signal with IL-6 EC80 alone. activation (% of control), % at 5.6 µM. 0.91% of 190,000 active. AID 871;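 active means activation above the screen-wide mean of compound activation plus 3 SD, cut at about 130% in these data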;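 further: 0% = background luminescence of wells with medium and substrate only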
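Test system: human U3A cells carrying STAT3-luciferase construct; control set: IL-6-only wells as 100% reference; timing: compound pre-incubation 1 h before IL-6, then 6 h stimulation at 37 °C; also added: IL-6 stimulus at 33 ng/mL final; evaluation: % activation versus median of IL-6-stimulated wells; detection: reporter luminescence signal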
APP transl inh = APP translation inhibition. SH-SY5Y APP 5'UTR-luciferase reporter, luminescence. 0.82% of 190,000 active. AID 1285. inhibition, % at 2 µM;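 active means inhibition above a set limit, derived from the sample mean plus 3 SD, cut at about 45% in these data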; further: values of inactives mirror those of a sister screen read the other way
* hit, by the source's call; x = no result given.

SMILES	STAT1 act	ROMK mod	APP 5'UTR act	FLuc inh counter	STAT1 blocker	NF-kB expr up	STAT3 blocker	FLuc stim CS	STAT3 act	APP transl inh
COc1cc(C(=O)NCC(=O)OCCN2C(=O)c3ccccc3C2=O)cc(OC)c1OC	102	-0.77	-4	-5	-4	1.4	9	1	100	4
O=C(NC1CCC(NC(=O)C(F)(F)C(F)F)CC1)C(F)(F)C(F)F (configuration not stated)	105	x	0	0	-5	0.95	9	1	98	0
CC(C)(C)NC(=O)C(c1ccncc1)N(Cc1ccco1)C(=O)c1ccc(-c2ccccc2)[nH]1 (configuration not stated)	112	-1.9	4	0	-15	1.1	-38	1	133	-4
COc1ccc(C(=O)NC(=S)Nc2ccccc2N2CCOCC2)cc1[N+](=O)[O-]	98	x	-1	-1	2	0.85	1	1	101	1
CC1CCCCN1C(=O)NC12CC3CC(CC(C3)C1)C2 (configuration not stated)	99	-0.91	4	0	1	1.1	10	1	96	-4
COc1cccc(OC)c1C(=O)NC(C)c1ccccc1 (configuration not stated)	99	0.52	-1	-4	1	1.2	3	1	100	1
COc1ccc(C2N(C(=O)c3ccccc3)CCN2C(=O)c2ccccc2)cc1	100	x	-5	-6	0	1.2	-6	1.1	108	5
Cc1[nH]c2ccccc2c1/C=N/Nc1ccc([N+](=O)[O-])cc1	102	x	-5	9	-2	0.91	8	0.9	90	6
Cn1c(=O)c([N+](=O)[O-])c(-n2ccnc2)c2ccccc21	97	-8.3*	2	24	3	0.17	12	0.8	94	-2
O=C(Cc1ccc(F)cc1)NCC1CCCO1 (configuration not stated)	101	x	14	-6	-3	1.5	12	1.1	93	-14
O=C(CCC1CCCCC1)NCc1ccncc1	96	x	15	-7	4	0.95	6	1.1	98	-14
O=C(OCC(=O)N1CCCc2ccccc21)c1cnc(Cl)c(Cl)c1	95	x	-1	-3	6	0.85	3	1	97	2

Next part, starting with the last 3 of the part before.
SMILES	STAT1 act	ROMK mod	APP 5'UTR act	FLuc inh counter	STAT1 blocker	NF-kB expr up	STAT3 blocker	FLuc stim CS	STAT3 act	APP transl inh
O=C(Cc1ccc(F)cc1)NCC1CCCO1 (configuration not stated)	101	x	14	-6	-3	1.5	12	1.1	93	-14
O=C(CCC1CCCCC1)NCc1ccncc1	96	x	15	-7	4	0.95	6	1.1	98	-14
O=C(OCC(=O)N1CCCc2ccccc21)c1cnc(Cl)c(Cl)c1	95	x	-1	-3	6	0.85	3	1	97	2
C/C(=N\NC(=O)C(N)=O)c1cccc([N+](=O)[O-])c1	106	-0.13	8	0	-10	1.1	12	1	94	-8
C=CCN1C(=O)/C(=C\c2ccc(Cl)cc2)N=C1SCC(=O)NC1CCCCC1	96	0.36	0	-6	4	1	1	1.1	98	0
Cc1nn(Cc2ccc(Cl)cc2)c(C)c1NC(=O)c1cc(-c2ccco2)on1	94	0.061	1	-6	6	1	24	1.1	83	-1
CC(C)(C)c1cc(S(=O)(=O)CCc2ccccn2)cc(C(C)(C)C)c1F	93	-2.4	24	-2	8	0.83	-4	1	104	-24
CCc1ccccc1Nc1cc(C(=O)NCc2ccccn2)c2ccccc2n1	94	0.0032	0	1	8	0.67	-26	1	127	0
CCOC(=O)c1ccc(N2C(=O)CC(N3CCN(C(=O)c4ccccc4)CC3)C2=O)cc1 (configuration not stated)	105	-0.67	5	0	-5	x	1	1	105	-5
CCc1ccc(C2CC(=O)N3CN(c4ccccc4)CSC3=C2C#N)cc1 (configuration not stated)	91	x	-1	1	10	1	5	1	103	1
CC1=C(C)/C(=N\OS(=O)(=O)c2ccccc2)C=CC1=O	101	-4.3*	-74	-7	-1	1.7	3	1.1	103	74*
COc1ccc(OC)c(NC(=S)NCCN2CCOCC2)c1	90	1.1	-10	-6	11	1.2	10	1.1	92	10
COC(=O)/C(=C/Nc1ccccc1)[N+](=O)[O-]	99	-0.45	1	-7	1	1.2	-7	1.1	106	-1
Cc1ccc2c(C)c(C(=O)NCc3ccc(S(N)(=O)=O)cc3)oc2c1	92	0.45	-1	-1	7	0.88	7	1	96	1
CN(C)C(=O)CN1CCN(c2nc3nonc3nc2N2CCCCC2)CC1	103	0.73	12	-9	-4	1.1	10	1.1	101	-12
O=C(N/N=C/c1cccs1)c1cnccn1	95	x	15	9	6	1.8	6	0.9	96	-15
Cc1nc(NC(=O)COC(=O)C2=NNC(=O)CC2)c(Cl)cc1Cl	103	0.88	13	-4	-4	1.1	3	1	99	-13
Cc1cccc(OCC(=O)Nc2nonc2NC(=O)COc2cccc(C)c2)c1	94	x	13	x	6	1.3	-4	x	104	-14
O=C(CSc1nnc(-c2ccccc2)o1)N1CCOCC1	100	x	-9	-5	0	1.2	-1	1.1	103	9
COc1cc(C(=O)NCCCNc2nc3cc(C)c(C)cc3cc2C#N)cc(OC)c1OC	102	-0.031	4	4	-5	1.3	21	1	87	-4
Oc1cccc(/C=N/N(Cc2ccccc2)c2ccccc2)c1	99	0.38	1	-5	-1	1	1	1	106	-1
O=C(Nc1cccnc1)C1CCN(S(=O)(=O)c2cccc3nonc23)CC1	90	0.13	5	-2	11	0.86	8	1	99	-5
CCc1ccc(CNCc2cccnc2)cc1	98	x	-35	-3	2	1.4	1	1	102	35
COc1ccc(/C=N/NC2=NCCCCC2)cc1	105	x	-32	1	-6	1	6	1	101	32
Cc1cc(C(=O)Nc2cccc(C(=O)O)c2)oc1C	49	x	-2	32	55*	7*	87*	0.7	31	2
CC(C)Cn1c(N)c(C(=O)COC(=O)c2ccc([N+](=O)[O-])o2)c(=O)n(C)c1=O	92	-1	3	-4	10	1.5	11	1	94	-3
C#CCOCCOCCOCCNc1nc(N2CCN(C(=O)[C@H](C(C)C)n3cc(CCO)nn3)CC2)nc(N2CCN(C(=O)[C@H]([C@@H](C)CC)n3cc(CCCCN)nn3)CC2)n1	91	0.23	3	-2	10	1.4	6	1	93	-3
CCOC(=O)Cn1nnnc1C(CC)N(Cc1cccs1)Cc1cc2ccc(OC)cc2[nH]c1=O (configuration not stated)	99	x	12	-4	1	1.1	-7	1	111	-12
O=S(=O)(Cc1ccccc1)c1ccccc1-c1nnc(-c2ccccc2)o1	101	x	-2	-4	-1	1	14	1	93	2
CCCCN(C)CCCNC(=O)/C=C1\Sc2ccccc2NC1=O	105	x	2	0	-6	1.1	2	1	102	-2
CC(NC(=O)c1cccs1)c1n[nH]c(=S)n1C (configuration not stated)	96	0.75	-4	-7	4	1.1	1	1.1	103	4
Cc1ccc2oc(C(=O)NCc3ccc4c(c3)OCO4)c(C)c2c1	97	x	17	0	4	1.1	1	1	99	-17
Cc1ccc(N2CC(C(=O)NC3=NCCS3)CC2=O)cc1 (configuration not stated)	96	-0.64	-16	-3	4	1.1	3	1	97	16
O=C(O)c1cccc(S(=O)(=O)Nc2ccc3c(c2)OCO3)c1	101	0.37	-21	-5	-3	1.3	15	1	92	36
CCCCn1c2nc3ccccc3nc2c2c(=O)n(C(C)CC)cnc21 (configuration not stated)	101	-1.7	0	-9	-1	0.75	18	1.1	90	0
CCOc1cc(-c2conc2N)cc(OCC)c1OCC	92	-1.2	-12	0	8	1.4	12	1	93	12
CCOCCn1c(N(C)Cc2ccccc2)nc2c1c(=O)[nH]c(=O)n2C	98	0.93	-7	-4	2	1.4	8	1	99	7
COc1cccc(C(=O)Nc2c3c(nn2-c2ccccc2C)CS(=O)C3)c1OC (configuration not stated)	95	-0.098	-5	-2	5	0.86	-1	1	105	5
N#Cc1ccc(CSc2nnc(-c3cccs3)n2-c2ccccc2)cc1	92	x	-4	0	9	0.66	14	1	91	4
CCc1nnc(NS(=O)(=O)c2ccc(NC(=O)c3ccco3)cc2)s1	97	-0.069	13	-5	2	1.2	10	1.1	101	-13
Cc1nc(NCc2ccccc2)c(C(N)=O)c2c1COC(C)(C)C2	108	0.17	19	2	-10	1	2	1	104	4
N#Cc1cc2c(nc1S(=O)(=O)Cc1ccccc1)CCCC2	91	-0.49	5	0	7	1.5	16	1	89	-5
O=C(NCCc1ccccn1)c1cc(-c2cccc3ccccc23)nc2ccccc12	93	x	10	-6	8	0.96	-6	1.1	101	-10
O=C(Oc1cccc(Nc2ncnc3ccccc23)c1)c1ccccc1Cl	91	x	-8	-3	10	0.75	54*	1	57	8
Cc1nn(C(C)C(=O)NNC(=S)Nc2ccc(Cl)cc2)c(C)c1[N+](=O)[O-] (configuration not stated)	96	-1	16	-7	4	1.1	12	1.1	95	-16
C/C(=N\N1CCN(c2ccccc2)CC1)c1ccncc1	107	-0.17	11	-4	-7	1.4	20	1	85	-11
CC(C)NC(=O)CCS(=O)(=O)c1ccc(Br)s1	93	0.99	-13	2	8	1.1	-3	1	103	13
CCOC(=O)c1ccc(N2C(=O)c3n[nH]c(C)c3C2c2ccco2)cc1 (configuration not stated)	101	x	-6	0	-1	0.98	13	1	92	6
COc1ccc(/C=C2\SC(=O)N(CCn3cnnn3)C2=O)cc1	104	-0.52	2	2	-4	1.1	-11	1	109	-2
COC(=O)c1ccc(N=NNc2ccc(C(=O)OC)cc2)cc1	148*	x	127	-1	-54	3.5*	-9	1	106	-127
CSc1nnnn1-c1ccc(Cl)cc1	104	-2	-2	-5	-6	0.92	2	1.1	100	2
O=C(Nc1nnc(SCc2ccc(F)cc2)s1)C1CC(=O)N(Cc2ccccc2)C1 (configuration not stated)	95	-0.39	24	-8	5	1.2	-3	1.1	102	-24
O=C1C2C3C=CC(C3)C2C(=O)N1c1cccc2cccnc12 (configuration not stated)	106	1.1	-3	-3	-6	0.87	8	1	95	3
O=C(C1=C[C@H](c2coc3ccccc3c2=O)C[C@H](OCc2ccc(CO)cc2)O1)N1CCOCC1	102	x	9	-4	-1	0.77	x	1	x	-9
CCOC(=O)C1CCN(Cc2ccc(F)cc2F)CC1	100	x	-19	-6	0	1	1	1.1	100	19
CCc1nn(C(C)C(=O)Nc2cccc(C)c2C)c(=O)c2cc3occc3n12 (configuration not stated)	91	x	-10	4	8	1	5	1	100	10
C=CCC1(CC=C)CCCN1C(=O)CC1C(=O)NCCN1Cc1cccc(OC)c1OC (configuration not stated)	100	-0.0046	-2	-10	-1	1.1	-1	1.1	105	2
O=C(/C=C/c1ccc(Cl)cc1)N(Cc1ccccc1)C1CCS(=O)(=O)C1 (configuration not stated)	101	0.67	-1	-8	-1	0.78	10	1.1	94	1
Brc1ccc(CN2C3=NCCCN3c3ccccc32)cc1	94	-1.5	-10	1	7	0.63	-2	1	104	10
Nc1[nH]nc2nc(N3CCOCC3)nc(-c3ccccc3)c12	106	0.43	1	-2	-7	1.1	1	1	102	-1
OCC1(CCc2ccccc2)CCN(Cc2cnc(N3CCCC3)s2)CC1	103	0.7	5	1	-4	1.4	17	1	94	-5
O=C(Nc1cccnc1)c1ccc(COc2cc(Cl)ccc2Cl)o1	93	x	-3	-4	8	0.99	-24	1	125	3

An unsorted share of the library; 7.1% or so of the library scored in one or more.
